Compound activity from PubChem.
Hep lipid drop: hepatic lipid droplet formation modulation. hit rate 0.4% among 240,000. inhibition, % at 6.5 µM. AID 1656. AML12 mouse hepatocytes, oleate lipid droplets, BODIPY imaging;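 active means lipid droplet intensity inhibited by at least 50%, with more than 500 cells counted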
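Assay system: AML12 mouse liver cells | Compound: 6.5 µM single-point dosing | Schedule: Overnight exposure | Technique: Fluorescence imaging, 20x objective, two fields per well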
T cell HTS: T cell immune modulators affecting CD8 T cell-vesicle binding; 2C CD8+ T cell-vesicle binding, flow cytometry; stronger effect = lower value; calls only at 7 µM; hit rate 0.068% among 330,000; AID 2052;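 active means response, share of CD8 T cells binding vesicles, and their 90th percentile fluorescence all below set limits, cut at about 80% in these data, passing the limit was not always enough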
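incubation = binding step 1.5 h, 37 °C, antibody labelling 20 min, ice | test system = 2C mouse CD8+ T cells | read-out basis = percent CD8+ FL2 mean versus row control | controls = Peptide-free naked vesicles (low) and QL9 vesicles with 0.7% DMSO vehicle (high) | detection = flow cytometry of vesicle-bound cells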
LYP phosphatase: PTPN22 lymphoid phosphatase activity blockers – biochemical, fluorescence intensity, uHTS (AID 1779); recombinant LYP phosphatase, fluorescence intensity; higher % means a stronger effect; inhibition, % at 11.5 µM; hits with a dose series show IC50 in µM; hit rate 0.054% among 290,000; in the data active means inhibition above about 50%;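 further: plate controls were vehicle with enzyme for no effect and no enzyme for full effect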
NTR1 agonist: agonists of NTR1, primary screen, imaging, U2OS cells, beta-arrestin-GFP, high content (AID 493036); activation, % at 20 µM; hit rate 0.17% among 330,000; NTR1-U2OS beta-arrestin-GFP spot imaging, agonist mode;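 active means activation at or above 40% of the spot to cytoplasm intensity ratio, with at least 20 cells analyzed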;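 further: 0% = DMSO without peptide and 100% = 100 nM NTR1 peptide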
Target sequence (P30989 whole entry, looked up): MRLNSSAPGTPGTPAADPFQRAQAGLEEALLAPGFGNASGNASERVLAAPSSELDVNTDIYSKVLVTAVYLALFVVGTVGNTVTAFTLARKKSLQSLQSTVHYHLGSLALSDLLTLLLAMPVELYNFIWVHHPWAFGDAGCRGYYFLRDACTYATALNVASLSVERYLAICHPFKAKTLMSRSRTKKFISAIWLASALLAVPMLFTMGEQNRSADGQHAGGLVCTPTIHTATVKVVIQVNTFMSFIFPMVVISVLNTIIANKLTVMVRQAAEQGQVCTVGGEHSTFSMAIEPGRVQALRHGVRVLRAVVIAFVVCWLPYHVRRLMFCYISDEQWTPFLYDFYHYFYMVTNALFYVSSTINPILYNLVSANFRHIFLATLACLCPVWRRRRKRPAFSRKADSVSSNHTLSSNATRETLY
SV40 large T antigen: TAg ATPase/helicase activity blockers – biochemical (AID 1903); SV40 large T antigen ATPase/helicase inhibition assay; higher % means a stronger effect; one-dose inhibition, % at 20 µM; IC50 in µM for titrated hits; hit rate 0.39% among 310,000; in the data active means a potency from the dose series; further: strong numbers were not always called active
GPR35 antagonists: inhibition of zaprinast-stimulated GPR35 beta-arrestin translocation – imaging, U2OS, beta-arrestin-GFP, zaprinast agonist, primary screen (AID 2058); inhibition, % at 10 µM; hits with a dose series show IC50 in µM; hit rate 0.052% among 290,000; U2OS GPR35 beta-arrestin-GFP translocation imaging, zaprinast antagonism; higher % means a stronger effect;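 active means inhibition of at least 50% with at least 30 cells and total cytoplasm GFP at most 10,000,000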
Rac1 GTP hydrolysis: MgcRacGAP GTPase-activating activity inhibitors, confirmation, biochemical, ADP Hunter fluorescence. MgcRacGAP-stimulated Rac1 GTP hydrolysis, ADP Hunter fluorescence; higher % means a stronger effect; GST-tagged Rac1 F28L mutant substrate. inhibition, % at 30 µM, or IC50 in µM where a hit was titrated. hit rate 0.6% among 340,000;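 active means first-screen hits whose inhibition reached a set limit at any dose in the follow-up dose series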;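 further: fluorescence reports GDP produced by GAP-driven GTP hydrolysis; strong numbers were not always called active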
GPR55 activation: GPR55 agonists via beta-arrestin recruitment, primary screen, imaging, U2OS cells, beta-arrestin-GFP redistribution (AID 1961); activation, % at 10 µM; hits with a dose series show EC50 in µM; hit rate 0.048% among 290,000; U2OS GPR55 beta-arrestin-GFP redistribution imaging; higher % means a stronger effect;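 active means activation above 40% with more than 50 cells counted in the well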;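 further: U2OS osteosarcoma cells stably expressing GPR55 and beta-arrestin-GFP; plate controls were DMSO negative control for no effect and LPI positive control for full effect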
GPR55 antagonists: inhibition of LPI-stimulated GPR55 beta-arrestin translocation – imaging, U2OS, beta-arrestin-GFP, LPI agonist, primary screen (AID 2013) | one-dose inhibition, % at 10 µM; IC50 in µM for titrated hits | U2OS GPR55 beta-arrestin-GFP translocation imaging, LPI antagonism; higher % means a stronger effect | hit rate 0.13% among 290,000;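 active means spots per cell inhibited over 60%, with over 100 cells counted and total cytoplasm intensity under 500,000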;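 further: U2OS cells stably carrying GPR55 and arrestin-GFP stimulated by 5 µM LPI near EC80; imaged beta-arrestin-GFP aggregate spots per cell after agonist stimulation; plate controls were LPI-stimulated DMSO wells for no effect and DMSO wells without LPI for full effect; some results filed as inactive read as strong as hits; confirmed hits need IC50 under 10 µM and bright autofluorescent wells are also inconclusive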
Hep lipid drop cells 6.5 µM: also measured in Hep lipid drop; calls as there; cell count; measured here: cell count, cytotoxicity flag;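 cells counted across two imaged fields per well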
T cell HTS vesicle-bound %: second read-out of T cell HTS, no call of its own (marks repeat the call); double positive events, %; measured here: CD8+ vesicle-bound cell fraction;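 binding gate set so that unloaded-vesicle control wells show 10% double positive cells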
NTR1 agonist cell count 20 µM: further read-out of NTR1 agonist, marked with its call; cell count; measured here: cell count, cytotoxicity flag
* hit, by the source's call; i = inactive; nt = not tested or not shown; & = joins results of further samples.

mol,Hep lipid drop,Hep lipid drop cells 6.5 µM,T cell HTS,T cell HTS vesicle-bound %,LYP phosphatase,NTR1 agonist,NTR1 agonist cell count 20 µM,SV40 large T antigen,GPR35 antagonists,Rac1 GTP hydrolysis,GPR55 activation,GPR55 antagonists
O=C(NNC(=O)c1ccccc1[N+](=O)[O-])c1cccs1,-3,718,i,50,-4%,1.3,43,21%,-15%,-3%,0.1%,-5%
COc1cc(/C=C(\C#N)C(=O)Nc2ccc(SC(F)F)cc2)cc(OC)c1OC,2,821,i,41,-5%,8.5,74,12%,2%,5%,0.3%,10%
COCCNC(=S)c1ccc(OC)cc1,18,711,i,38,0%,1.9,64,4%,4%,12%,-0.1%,16%
COc1ccc(N(CC(=O)NC2CCCC2)C(=O)c2ccc(C)s2)c(OC)c1,14,806,i,26,-5%,-1.5,55,-10%,20%,4%,-0.1%,4%
CN(C)CCCN1C(=O)c2cccc3c([N+](=O)[O-])ccc(c23)C1=O,8,701,i,55,-1%,nt,nt,30%,-10%,10%,-0.3%,12%
Cc1cc(C)n(-c2ccc(C(F)(F)F)cc2[N+](=O)[O-])n1,-10,728,i,40,-9%,1.1,52,-2%,-15%,-2%,0.0%,9%
COc1ccc(S(=O)(=O)N2CCOCC2)cc1NC(=O)COc1ncnc2ccccc12,-30,497,i,30,-6%,-1.2,64,0%,-16%,-2%,-0.2%,5%
C[n+]1ccccc1/C=C/c1c(F)cccc1F,nt,nt,i,53,-10%,nt,nt,14%,2%,4%,-0.1%,12%
COc1ccc(C)cc1NC(=O)NCc1ccco1,-27,650,i,21,-6%,-0.3,30,7%,-1%,6%,-0.2%,-4%
O=C(C1=C[C@@H](c2csc3ccccc23)C[C@@H](OCCCCO)O1)N1CCN(Cc2ccc3c(c2)OCO3)CC1,-8,716,i,21,0%,2.1,74,0%,-9%,8%,0.4%,7%
[O-]/C(=C(\C(=S)Nc1cccc2ccccc12)[n+]1ccccc1)c1ccc(OC(F)F)cc1,0,695,nt,nt,-1%,nt,nt,9%,9%,8%,0.2%,10%
COc1ccc(N(C(=O)c2snc(C(N)=O)c2N)C(C(=O)NC2CCCC2)c2cc(OC)ccc2OC)cc1 (stereo not given),-6,837,i,25,-7%,-1.5,57,-1%,-14%,0%,-0.2%,-2%
Cc1ccc(S(=O)(=O)NN2C(=O)c3ccccc3NC2c2ccccc2F)cc1 (stereo not given),10,807,i,17,-3%,2.5,50,7%,0%,5%,-0.1%,5%
CCN(CC)c1ccc(C(=O)NNC(=O)CCl)cc1,24,715,i,19,0%,-0.2,54,10%,-8%,10%,-0.3%,-10%
COC(=O)c1ccc(-n2c(CCC(=O)O)ccc2-c2ccccc2)cc1,3,845,i,43,1%,1.2,41,21%,3%,-2%,0.0%,5%
c1c2c(cc3sc(N4CCCCC4)nc13)OCCO2,-2,750,i,49,2%,2.8,46,12%,0%,5%,-0.2%,8%
Cc1ccc(C(=O)Nc2nc(COc3ccccc3)cs2)s1,-1,653,i,29,1%,2.1,50,13%,-7%,3%,-0.4%,2%
COc1ccc(C(=O)N/N=C(/C)c2cccc(NC(=O)c3ccccc3F)c2)cc1,11,672,i,7,-8%,1.4,53,7%,-6%,6%,0.0%,2%
Cc1nnc(N(Cc2ccco2)C(=O)c2ccc(C#N)cc2)s1,18,774,i,40,-5%,-0.7,61,4%,24%,4%,0.2%,2%
Cc1ccc2nc(SCC(=O)Nc3cccc4ccccc34)nc(=O)n2c1,nt,nt,i,44,nt,0.2,66,3%,nt,2%,nt,nt
O=C(Nc1nc(-c2cccnc2)cs1)c1ccccc1F,5,707,i,23,-2%,0.7,57,13%,-8%,3%,-0.2%,4%
Cc1cc(C)n(C(=O)CNC(=O)c2ccc(C(C)(C)C)cc2)n1,-2,746,i,15,-11%,0.9,62,14%,16%,3%,-0.1%,-1%
COc1ccccc1CCC(=O)N(C)CC(=O)Nc1ccc(F)cc1,-14,651,i,59,-13%,-1.0,66,5%,-18%,2%,-0.2%,-21%
COc1ccc(C2(C(=O)Nc3ccc(C)cc3)CCOCC2)cc1,5,622,i,39,-10%,0.1,45,9%,-1%,6%,0.0%,-1%
COc1ccc(C(=O)C2CCCN(Cc3sc(N4CCCC4)nc3Cl)C2)c(OC)c1 (stereo not given),-21,719,i,46,-4%,3.1,50,-1%,10%,0%,-0.1%,16%
CC(=O)NC(Nc1nc2c(s1)CCCC2)(C(F)(F)F)C(F)(F)F,2,729,i,42,-6%,0.5,56,3%,4%,16%,-0.2%,6%
CC1CC(C)CN(S(=O)(=O)N2CCCC(C(=O)NC(C)c3ccccc3)C2)C1 (stereo not given),-1,762,i,22,-9%,1.3,57,10%,5%,5%,-0.1%,-11%
O=C(NNC(=O)C12CC3CC(CC(O)(C3)C1)C2)c1ccccc1O,7,846,i,41,-8%,1.1,62,-9%,7%,8%,-0.1%,12%
CCOC(=O)N1CCN(C(=O)c2ccc(N3C(=O)CCC3=O)cc2)CC1,-57,687,i,22,-5%,5.4,73,15%,-7%,5%,-0.5%,-7%
COc1cccc(N2CCN(C(=O)Nc3ccccc3Cl)CC2)c1,16,625,i,59,-14%,-1.7,100,5%,5%,4%,0.3%,8%
CC1CN(c2ccccc2)NC1=O (stereo not given),5,724,i,31,-4%,-1.4,43,25%,4%,10%,0.3%,8%
CC(=O)c1cccc(NC(=O)c2sc3nc4n(c(=O)c3c2C)CCCCC4)c1,-9,749,i,43,-10%,-1.2,45,6%,-11%,7%,-0.2%,5%
CCOC(=O)C1CCN(C(C(=O)NC2CCCC2)c2ccc(C)cc2)CC1 (stereo not given),nt,nt,i,54,-3%,-2.2,59,8%,-12%,6%,-0.1%,-10%
COC(=O)c1ccccc1NC(=O)c1ccc(-c2cccc(Cl)c2)o1,-12,801,i,39,-10%,1.9,41,6%,6%,8%,-0.1%,-5%
CCN1CCN(CC(O)COc2ccc(C)c(C)c2)CC1 (stereo not given),nt,nt,i,40,-6%,0.9,51,5%,-6%,-4%&13%,-0.2%,-1%
COc1ccc(NC(=O)c2ccccc2C)cc1,-8,800,i,50,-8%,-0.7,55,3%,-1%,13%,0.4%,-1%
COc1ccccc1NC(=O)CSc1nc2sc(C)c(C)c2c(=O)n1C,1,739,i,39,-4%,6.7,65,5%,-1%,8%,-0.2%,-4%
CC(=O)OCC(=O)NCCCOc1cccc(CN2CCCCC2)c1,nt,nt,i,65,nt,-1.9,54,17%,nt,5%,nt,nt
COc1ccc(-n2nc(C(=O)NCC(=O)NCCC3=CCCCC3)c3ccccc3c2=O)cc1OC,-1,768,i,14,4%,0.1,49,5%,-7%,2%,-0.2%,5%
Cc1ccc(-c2c3c(=O)n(C)c(=O)n(C)c3cn2-n2cnnc2)cc1,nt,nt,i,35,4%,4.2,50,23%,-5%,3%,0.3%,19%
O=C(Nc1nccs1)c1cc2c(s1)CCCCC2,5,750,i,28,-1%,4.9,26,2%,6%,4%,-0.1%,-1%
Cc1nc(C)c(C(=O)N2CCCC(CCC(=O)NCc3ccc(F)c(F)c3)C2)s1 (stereo not given),-2,681,i,42,-6%,0.4,47,1%,-16%,1%,0.2%,-8%
Clc1ccc(OCCCCN2CCCCC2)cc1,-3,845,i,22,-5%,-1.1,42,6%,4%,29%,0.0%,8%
Cc1cc(C)nc(N/N=C/c2cn[nH]c2-c2ccccc2)n1,-21,755,i,31,-2%,-0.2,52,14%,-10%,9%,0.3%,-1%
O=C(Cc1ccccc1)Nc1ccc(NC(=O)c2ccccc2)nc1,8,798,i,23,-7%,1.3,55,6%,6%,2%,-0.2%,-2%
Cc1cc(C)c(NC(=O)CNC(=O)COC(=O)Cc2cccs2)c(C)c1,nt,nt,i,14,nt,1.1,55,6%,nt,3%,nt,nt
COCCNC(=O)c1cc(-c2ccc3c(c2)OCO3)on1,nt,nt,i,12,2%,-0.2,52,16%,4%,7%,-0.1%,18%
Cc1ccc(C(=O)NC2CCSC2=O)cc1 (stereo not given),-1,681,i,32,-9%,1.2,63,20%,-2%,9%,-0.2%,-10%
CCOC(=O)c1cnn(-c2nc(-c3ccc(C)cc3)cs2)c1C(F)(F)F,nt,nt,i,30,3%,nt,nt,6%,10%,13%,-0.1%,-9%
O=C1CC(NCc2ccco2)C(=O)N1CCc1ccccc1 (stereo not given),-3,729,i,9,-2%,0.3,77,-4%,-13%,-3%,-0.1%,1%
CC1(c2nnc(-c3cccc(Cl)c3)o2)CC(c2cccnc2)=NO1 (stereo not given),nt,nt,i,21,nt,-0.2,89,10%,nt,4%,nt,nt
CN(C)S(=O)(=O)c1ccc(N2CCCC2=O)c([N+](=O)[O-])c1,2,687,i,9,-11%,-1.2,53,6%,-10%,5%,1.0%,1%
Cc1cccc(C)c1NC(=S)N(CCN(C)C)C(C)c1ccccn1 (stereo not given),2,723,i,58,-9%,-0.9,65,5%,0%,12%,-0.3%,5%
Cc1ccc(S(=O)(=O)NNC(=S)Nc2ccc(Cl)cc2)cc1,-3,735,i,51,2%,0.2,49,30%,11%,2%,-0.3%,0%
COc1ccccc1C(=O)Nc1nnc(SCC(=O)NC2CCCC2)s1,-6,631,i,2,1%,1.4,45,5%,9%,3%,0.0%,-7%
CCOc1ccc(CCNC(=O)COC(=O)COc2ccc(Br)cc2)cc1OCC,0,876,i,11,-6%,-0.4,37,26%,1%,5%,0.0%,18%
CCS(=O)(=O)N1CCCC(C(=O)Oc2ccc(Br)cc2)C1 (stereo not given),4,846,i,24,-7%,-0.8,53,9%,2%,-3%,-0.2%,-2%
S=C(NCc1cccs1)Nc1cccc(Cl)c1,-12,709,i,31,3%,1.5,57,11%,-6%,12%,0.1%,7%
